Neddylation inh: cullin neddylation inhibition | calls only at 25 µM | TR-FRET cullin neddylation, biochemical | AID 651699 | actives 0.58% (n = 360,000) | P61081+Q13564; in the data active means inhibition above about 36%
MsrA act: bovine methionine sulfoxide reductase A activation | purified bovine MsrA, absorbance read-out | activation, % at 10.6 µM | actives 0.3% (n = 360,000) | AID 602163; in the data active means activation above about 7.5%;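 further: 0% = vehicle and 100% = reference activator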
MsrA inh: inhibitors of bovine MsrA. purified bovine MsrA, absorbance read-out. inhibition, % at 15.5 µM. actives 0.75% (n = 360,000); in the data active means inhibition above about 4.5%;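 further: 0% = vehicle wells with enzyme and 100% = reference inhibitor wells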
Tb MetRS inh: Trypanosoma brucei MetRS inhibition; purified T. brucei MetRS, ATP depletion, Kinase-Glo luminescence; inhibition, % at 11.9 µM; actives 0.4% (n = 360,000); AID 624268;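 active means inhibition above a per-plate cutoff of the control wells' mean inhibition plus 3 SD, cut at about 5.5% in these data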;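 further: 0% = DMSO wells median and 100% = median of wells with control inhibitor compound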
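Material: T. brucei methionyl-tRNA synthetase, purified; reagent: substrates ATP, L-methionine and bulk Escherichia coli tRNA; dosing: 11.9 µM single point; timing: 15 min plus 2 h at 25 °C; detection: luminescence of leftover ATP; evaluation: % inhibition; control set: DMSO-only wells as low control; replicates: singlicate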
Rin1-Abl PPI inh: human Rin1-Abl interaction inhibition; TR-FRET Rin1/Abl binding, biochemical; actives 0.4% (n = 360,000); AID 588664; inhibition, % at 7.35 µM; in the data active means inhibition above about 5%, passing the limit was not always enough
MLLE-PAM2 inh: inhibitors of microRNA-mediated deadenylation, human PABP1 MLLE binding | actives 0.36% (n = 360,000) | AID 588489 | GST-MLLE / FITC-PAM2 fluorescence polarization | P11940 | inhibition, % at 20 µM; in the data active means inhibition above about 35%, passing the limit was not always enough;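 further: plate controls were DMSO wells with GST-MLLE for no effect and wells lacking GST-MLLE protein for full effect; some results filed as inactive read as strong as hits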
CSN inh: inhibitors of human CSN-mediated cullin deneddylation; AID 651999; inhibition, % at 12.5 µM; Purified CSN, SCF-Nedd8-OG deneddylation, fluorescence polarization; actives 0.38% (n = 360,000); Q92905;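 active means pattern-corrected inhibition above about 35%, with an unprinted fluorescence ratio check between 0.5 and 1.5, limit read from the data, passing the limit was not always enough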;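 further: 0% = enzyme with substrate and 100% = substrate without enzyme; some results filed as inactive read as strong as hits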
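Material: human Csn5 produced in HEK293T cells; Input: enzyme 0.24 nM; Reagent: SCFSkp2-Nedd8OG substrate at 10 nM final; Dosing: 12.5 µM compound; Incubation: 90 min reaction at room temperature; Detection: fluorescence polarization of the substrate; Evaluation: % inhibition of substrate cleavage by Csn5; Control set: substrate-only high control, full reaction low control.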
eLon inh: E. coli protease La inhibition; P0A9M0; purified E. coli Lon protease, fluorescence polarization; inhibition, % at 7.94 µM; actives 0.42% (n = 360,000); AID 602123; in the data active means inhibition above about 13%, passing the limit was not always enough;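 further: 0% = enzyme with probe and DMSO and 100% = no enzyme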
FAS-TE inh: FAS thioesterase (human) inhibition; P49327; recombinant FAS-TE, OMFH fluorogenic substrate, fluorescence endpoint; inhibition, % at 15 µM; actives 0.67% (n = 360,000);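 active means compounds whose normalised, plate-corrected inhibition of enzyme fluorescence in the single-dose primary screen is 50% or more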;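 further: 0% = DMSO with enzyme and 100% = substrate without enzyme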
Numbers without * were called inactive; i = inactive; nt = not tested or not shown.

SMILES | Neddylation inh | MsrA act | MsrA inh | Tb MetRS inh | Rin1-Abl PPI inh | MLLE-PAM2 inh | CSN inh | eLon inh | FAS-TE inh
COc1cc(/C=N\NC(=O)c2ccc(C)nc2)ccc1OC(=O)c1ccc2c(c1)OCO2 | i | -3 | -0.4 | -0.2 | 2 | -7 | 0 | -8 | -1
Cc1c(C)c2ccc(O)c(CN3CCCC3)c2oc1=O | nt | -2 | 4.1 | -0.5 | -3 | -7 | 0 | -5 | -5
COc1cc2c(cc1NC(=O)C(C)OC(=O)C1CC(=O)N(Cc3ccco3)C1)oc1ccccc12 (stereo not drawn) | i | -4 | -0.2 | -1.3 | 3 | -1 | -3 | 1 | 15
CN(CC(=O)N1CCCCCC1)S(=O)(=O)c1cccc2cccnc12 | i | -5 | -0.4 | 0.5 | 3 | 0 | 0 | 2 | -4
CN(C)CCNc1c(N)c(=O)oc2ccccc12 | i | -4 | -1.4 | -0.3 | -1 | -12 | 2 | 0 | -7
O=C(Nc1ccccc1F)c1cnccn1 | i | -3 | -0.5 | -0.6 | -1 | 8 | 2 | 4 | -4
CCOC(=O)CC1(C)N(S(=O)(=O)c2ccc(C)cc2)c2ccccc2N1S(=O)(=O)c1ccc(C)cc1 | i | nt | 0.2 | -0.4 | nt | nt | -3 | nt | nt
COc1cccc2c3c(c(C)nc12)CC(C)O3 (stereo not drawn) | nt | -5 | 0.2 | -0.4 | -1 | -5 | 2 | -8 | -9
Cc1ccccc1N1CCN(C2CCCN(C(=O)c3cn4c(C)cccc4n3)C2)CC1 (stereo not drawn) | i | -3 | 0.3 | 0.6 | 2 | 9 | -1 | -13 | -4
CCC(=O)c1ccc(OCC(=O)NCCc2ccccn2)cc1 | i | -8 | -0.9 | -0.5 | 4 | -10 | -4 | -1 | 1
CCOCCOC(=O)C1=C(C)Nc2ccc(C)cc2S1 | i | -14 | -0.5 | -1.1 | -1 | 31 | -1 | -14 | 0
CCc1sc(C(=O)Nc2nc(-c3ccccn3)cs2)cc1C | i | -11 | nt | -0.5 | 0 | -19 | 3 | 1 | 7
Cc1ccc(OCC(=O)c2c(N)n(C)c(=O)n(C)c2=O)c([N+](=O)[O-])n1 | i | -4 | -0.9 | -0.3 | 1 | 5 | 26 | 5 | -7
O=c1c2ccccc2nc2n1CCN2 | i | -4 | 1.3 | 0.0 | 1 | -1 | -1 | -3 | -9
O=C(Nc1cccc(F)c1)N1CCC(n2c(=O)[nH]c3ccccc32)CC1 | i | -2 | -1.6 | -0.7 | 2 | -2 | 3 | -7 | 1
Cc1ccc(NC(=O)CCNS(=O)(=O)c2cc(Br)cnc2N)cc1Cl | i | -7 | 0.6 | 44* | -4 | 2 | -1 | -3 | 63*
COc1cc(/C=C2/SC(=S)N(CC(=O)O)C2=O)ccc1OC(=O)c1cccs1 | i | -4 | 2.5 | 0.4 | 0 | 4 | 7 | -10 | 1
Cc1nn(-c2ccccc2)c2[nH]c(=O)c(CNCCN3CCOCC3)cc12 | i | -6 | 1.6 | 0.0 | 2 | -11 | 4 | -9 | -3
COc1ccc2c(CC(=O)Nc3cccc(S(=O)(=O)N4CCOCC4)c3)coc2c1 | i | -8 | -0.5 | 0.5 | -4 | -16 | 0 | -11 | 13
CCc1cc(C(=O)c2ccc(OC)cc2)c(N)s1 | i | -4 | -0.4 | 0.0 | 1 | 28 | 6 | -9 | 8
CC(=O)Nc1cc(C(=O)N2CCCC2)ccc1S(=O)(=O)c1ccc(Cl)cc1 | i | -2 | -0.1 | -0.1 | 4 | -8 | -1 | -7 | -6
COc1ccc(-c2nsc(C(=O)N(c3ccc(F)cc3)C(C(=O)NC3CCCC3)c3ccc(OC)cc3)c2N)cc1 (stereo not drawn) | i | -5 | -1.4 | 0.0 | -1 | 0 | 3 | -3 | 46
CCOc1ccccc1N(CC(=O)Nc1cccc(OC)c1)S(=O)(=O)c1ccccc1 | i | -1 | -0.1 | 0.9 | 0 | 2 | -2 | -15 | 17
Cc1cccc(-n2c(CNC(=O)c3cccc([N+](=O)[O-])c3C)n[nH]c2=S)c1 | i | 4 | -0.1 | -0.1 | 3 | 8 | 1 | 0 | -1
CN(CCC#N)C(=O)COC(=O)c1nn(-c2ccccc2)c(=O)c2ccccc12 | i | -5 | 2.9 | -0.9 | -2 | 13 | -10 | -5 | 0
C[C@H](NC(=O)c1nc[nH]c1C(=O)N[C@@H](C)C(=O)OC(C)(C)C)C(=O)OCc1ccccc1 | i | 0 | -0.9 | -0.4 | 1 | -5 | -8 | -8 | 3
C[C@@]12C(=O)N(c3ccc(C(F)(F)F)cc3)C(=O)N1[C@@H]1c3ccccc3OC[C@@H]1[C@H]2c1ccccc1 | i | -2 | nt | -0.3 | 4 | -9 | -2 | -3 | 49
CCCc1c(C)nc2c(Br)cccc2c1Cl | i | -2 | 0.8 | 0.0 | -1 | 1 | -4 | -2 | 16
COc1ccccc1CNc1nc(NC(C)C)nc2ccsc12 | i | 4 | -0.8 | -0.2 | -1 | -3 | 4 | -4 | -4
CN(C)CCOCCP(=O)(c1ccccc1)c1ccccc1 | i | -6 | -0.6 | 0.0 | -1 | 3 | 0 | 4 | -9
COc1ccc(Cn2nnc(C(=O)Nc3ccc4c(c3)OCCO4)c2N)cc1Br | i | -12 | -0.5 | -0.9 | -2 | 9 | 2 | 2 | 11
Cc1ccc(C(=O)N/C(=C\c2ccc(F)cc2)C(=O)NCc2ccncc2)cc1 | i | -5 | nt | -1.0 | 0 | -2 | -3 | -7 | -4
Cc1ccc(C)c(-c2nnc(NC(=O)CS(=O)(=O)c3ccccc3)o2)c1 | i | 0 | 0.1 | 0.1 | 1 | 16 | 2 | -3 | -4
C[C@H](NC(=O)c1ccc(Cl)c(S(=O)(=O)N2CCOCC2)c1)c1nc2ccccc2[nH]1 | i | -3 | 0.7 | -0.2 | 2 | -15 | -3 | 3 | -1
O=C(NC1CCCC1)C(Cc1ccccc1)n1cccc1 (stereo not drawn) | i | 0 | 2.5 | -0.7 | 2 | 16 | 1 | -22 | -4
O=C(/C=C/c1c(F)cccc1Cl)NCc1ccc2c(c1)OCO2 | i | -3 | 3.4 | -0.4 | -2 | -6 | 1 | -3 | 3
CCOC(=O)c1c(NC(=O)c2cccs2)sc2c1CCN(C(=O)OCC)C2 | i | 5 | -0.1 | -0.5 | -3 | -1 | -3 | -4 | 8
O=S(=O)(Nc1ccc(-c2nc3cccnc3s2)cc1)c1ccccc1F | nt | -13 | 4.3 | 0.0 | -1 | -13 | -8 | -3 | -1
Cc1ccccc1Nc1nc(Nc2ccccc2C)nc(SC2=NCCS2)n1 | i | -2 | 1.2 | -1.2 | -1 | 25 | -5 | -2 | 26
COc1ccc(-n2nc(C(=O)NCC(=O)N3CCN(c4ccccc4)CC3)c3ccccc3c2=O)cc1OC | i | -2 | 0.6 | -0.4 | -1 | -5 | 3 | -3 | 5
O=C(COc1cccc(F)c1)Nc1nc(-c2cccnc2)cs1 | i | -12 | 0.8 | -0.1 | -2 | -24 | 1 | -8 | -4
Cc1ccc(S(=O)(=O)NCC(=O)OC(C)C(=O)Nc2ncc(Cl)cc2Cl)cc1 (stereo not drawn) | i | -1 | 1.6 | -0.8 | 1 | 1 | 4 | -8 | -3
Cc1ccc(C)n1-c1sc2c(c1C#N)CCCC2 | i | -14 | -0.8 | -0.9 | 6 | 13 | 2 | -3 | 8
Cc1cccc(N(C)S(=O)(=O)c2ccc3c(c2)CCC(=O)N3)c1 | i | -1 | 0.2 | -0.6 | 0 | -6 | 1 | 1 | -6
CCN(CC)CCSc1nc(O)c(-c2ccccc2)c(=O)[nH]1 | i | -11 | -0.7 | -1.0 | -2 | 10 | -2 | 0 | -8

Entries of single compounds, looked up by structure. Order of values: Neddylation inh | MsrA act | MsrA inh | Tb MetRS inh | Rin1-Abl PPI inh | MLLE-PAM2 inh | CSN inh | eLon inh | FAS-TE inh
COc1ccc(-n2nc(C(=O)NCC(=O)N3CCN(c4ccccc4)CC3)c3ccccc3c2=O)cc1OC is entered as i | -2 | 0.6 | -0.4 | -1 | -5 | 3 | -3 | 5
Cc1ccc(C(=O)N/C(=C\c2ccc(F)cc2)C(=O)NCc2ccncc2)cc1 is entered as i | -5 | nt | -1.0 | 0 | -2 | -3 | -7 | -4

Some values from the entries so far:
CSN inh, `CCOC(=O)c1c(NC(=O)c2cccs2)sc2c1CCN(C(=O)OCC)C2` → -3
FAS-TE inh, `CCN(CC)CCSc1nc(O)c(-c2ccccc2)c(=O)[nH]1` → -8

(cont.)
SMILES | Neddylation inh | MsrA act | MsrA inh | Tb MetRS inh | Rin1-Abl PPI inh | MLLE-PAM2 inh | CSN inh | eLon inh | FAS-TE inh
O=C(OCCN1CCCCC1)c1c[nH]c2ccccc12 | i | -6 | -0.3 | -0.5 | -1 | 11 | -2 | 0 | -5
CCN1C(=O)C(=O)N(CC(=O)Nc2ccccc2Oc2ccccc2)C1=O | i | -16 | 0.9 | -1.4 | 2 | -24 | 2 | 7 | -9
O=c1[nH]c(COc2ccc(Cl)cc2Cl)nc2ccccc12 | i | -3 | -0.3 | 0.5 | 0 | 13 | 3 | -7 | 1
COc1cc(C2C(C#N)=C(N)Oc3n[nH]c(-c4cccs4)c32)cc(OC)c1O (stereo not drawn) | i | -8 | 1.0 | -0.9 | 3 | -50 | 3 | -35 | 13
CCOc1ccc(N(CC(=O)O)S(=O)(=O)c2ccc(F)cc2)cc1 | i | -12 | 0.7 | -1.8 | -3 | -3 | 2 | -4 | -10
O=C(Nc1cccc2c(=O)[nH][nH]c(=O)c12)c1ccc([N+](=O)[O-])cc1 | i | -2 | 1.6 | -0.2 | 0 | -17 | 1 | 5 | 20
O=C(Nc1ccccc1)NC1CCCc2ccccc21 (stereo not drawn) | i | -1 | 1.2 | -0.4 | 0 | 3 | -5 | -7 | 5
COc1cc(Br)c(CC2c3cc(OC)c(OC)cc3CCN2C)cc1OC (stereo not drawn) | i | -6 | 0.3 | -0.5 | -3 | -23 | 2 | 3 | -3
CN(C)S(=O)(=O)c1ccc(N2CCOCC2)nc1 | i | -5 | -0.3 | -0.8 | -3 | 2 | -8 | 1 | -7
C=CCn1c(SCC(=O)Nc2sccc2C#N)nc2sc(C)c(C)c2c1=O | i | -12 | -0.1 | -1.6 | -13 | 0 | 4 | -8 | -13
CCCC(=O)Nc1ccccc1-c1nnn(CC(=O)Nc2ccc(OCC)cc2)n1 | i | 1 | 0.9 | 0.3 | 2 | 1 | 3 | -7 | -8
Cn1cc([N+](=O)[O-])c(C(=O)N/N=C/c2ccc3c(c2)OCO3)n1 | i | -3 | 4.9* | -0.4 | -1 | 15 | 3 | -10 | 22
O=C(/C=C/[C@H]1O[C@@H](n2cnc3c(NC(=O)c4ccccc4)ncnc32)[C@H](O)[C@@H]1O)NCC1CCCO1 (stereo partly drawn) | i | -8 | 3.6 | -1.4 | -1 | 14 | -6 | -3 | -6
COc1ccc(NS(=O)(=O)c2ccc(C)c(C(=O)N(C)Cc3ccc(C)cc3)c2)cc1 | i | -10 | 0.2 | 0.3 | 2 | 3 | -5 | -8 | 8
COc1cccc(C(=O)Nc2sc(C(C)C)cc2C(N)=O)c1OC | nt | -3 | -0.2 | 0.2 | -2 | 5 | 0 | -7 | 15
Cc1cccc(C)c1NC(=O)CSc1nnc(C)n1CC1CCCO1 (stereo not drawn) | i | -3 | 0.4 | -0.6 | -1 | 5 | 0 | -3 | -4
COc1ccccc1C(=O)Nc1ccc(OCc2nnc3c4ccccc4c(C)nn23)cc1 | i | -4 | 0.8 | -0.5 | 1 | 5 | 2 | 3 | 38
